# Source: PubChem BioAssay
# CXXC DNA block = MLL CXXC-DNA interaction inhibition; actives 0.037% (n = 290,000); Potency, µM (series often up to 115 µM), for inactives: top-dose activity change, negative = inhibition, actives largely listed as inhibitors; Q03164; AID 2662; MLL-CXXC / FITC-HOXA9 DNA fluorescence polarization; active = well fitted inhibition curve with a large enough effect in the polarisation, with a control signal flat, not every such curve was filed as active; inconclusive = small, poorly fitted or top-dose-only effect, or effect the other way, or a change in a side signal; inactive = no such curve, though single readings can be large or run the other way; the % refers to the polarisation; also: potency is read from the fitted curve at half-maximal effect
#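 Purified MLL-CXXC (added from a 7 uM solution) was preincubated 5 min at ambient with pinned compounds in 50 mM Tris-HCl pH 7.5, 50 mM NaCl, 1 mM DTT, 0.05% BSA. Fluorescein-labeled HOX-A9 DNA (50 nM solution) followed, 30 min, then polarization read.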
# PTAP TSG101 blk = blocks PTAP/TSG101 interaction to inhibit HIV-1 budding; Potency, µM (highest dose often 115 µM), for inactives: at the highest dose activity change, negative = inhibition, actives largely listed as inhibitors; Q99816; 340,000 tested, under 10 active; Fluorescence polarization, FITC-PTAP peptide / Tsg101 binding; active = well fitted inhibition curve with a large enough effect in the main read-out, with a control signal flat, not every such curve was filed as active; inconclusive = small, poorly fitted or top-dose-only effect, or effect the other way, or a change in a side signal; inactive = no such curve, though single readings can be large or run the other way; also: potency is read from the fitted curve at half-maximal effect; % of control where 0% means no effect
# Target sequence (Q99816 whole entry, looked up): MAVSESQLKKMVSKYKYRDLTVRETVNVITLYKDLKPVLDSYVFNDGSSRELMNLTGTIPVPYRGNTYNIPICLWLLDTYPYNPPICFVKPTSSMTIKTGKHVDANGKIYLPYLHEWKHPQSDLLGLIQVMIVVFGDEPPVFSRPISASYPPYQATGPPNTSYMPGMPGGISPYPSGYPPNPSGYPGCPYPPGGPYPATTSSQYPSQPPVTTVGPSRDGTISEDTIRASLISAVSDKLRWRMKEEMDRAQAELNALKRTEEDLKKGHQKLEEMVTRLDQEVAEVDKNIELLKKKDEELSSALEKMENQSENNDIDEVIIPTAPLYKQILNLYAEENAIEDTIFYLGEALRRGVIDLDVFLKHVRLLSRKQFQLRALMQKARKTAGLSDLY
#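 Steps: Tsg101 binding domain dispensed (10 uM final), compounds pinned in DMSO, FITC-labeled PTAP-motif peptide added (50 nM final); after 20 min binding at room temperature, polarization measured.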
# BRCA1 expr up = BRCA1 expression activation; MCF7-BRCA1-FFLuc reporter, luminescence, 48 h; response scale: scaled: vehicle 0%, 10 µM genistein 100%; Potency, µM (top dose mostly 46.1 µM), for the others: at the top dose activation, usual class: activators; actives 1.1% (n = 380,000); AID 624202; also: potency is read from the fitted curve at half-maximal effect; nearly all actives have a fitted effect of over 80% in size; some results filed as inactive show a strong effect at the top dose
#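 Cells: MCF7-BRCA1-FFLuc, 2000/well. Exposure: 48 h, 37 °C, 5% CO2. Read: luminescence, 15 min post-substrate. Controls: genistein 10 microM (maximal activation), DMSO (neutral).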
# p53 reactivation = mutant p53 re-activation in reporter cells | H1299 p53-A138V BP100-luciferase reporter, luminescence, 24 h | actives 0.063% (n = 320,000) | Potency, µM (titrated, usually from 92.2 µM), for inactives: at the top dose activity change, positive = activation, hits mostly activators; also: potency is read from the fitted curve at half-maximal effect; % of control where 0% means no effect; nearly all actives have a fitted effect of over 45% in size
#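 p53-null H1299 cells stably carrying temperature-sensitive p53-A138V and a BP100-luciferase reporter were pinned with compounds (4-point, 1:5 series) and held 24 hrs at 37 deg C. Luminescence was read 10 min after detection reagent.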
# ELG1 DNA repair = ELG1-dependent DNA repair inhibition; HEK293T ELG1-luciferase reporter, luminescence, 16 h; DNA damage induced by 5-fluorouridine; Potency, µM (doses to about 46.1 µM), for inactives: at the top dose activity change, negative = inhibition, actives largely listed as inhibitors; actives 2.3% (n = 330,000); AID 504467; also: potency is read from the fitted curve at half-maximal effect; % is scaled to controls: 0 for no effect and ±100 for the full control effect; nearly all actives have a fitted effect of over 55% in size
#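 DMSO vehicle served as the neutral condition. Each well held 2,000 cells given 5-fluorouridine plus compound; after 16 hr at 37 °C/5% CO2, ONE-Glo was added and luciferase measured 30 min later.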
# A-T KAP1 phos = candidate therapy for ataxia-telangiectasia | […] A-T fibroblasts, KAP-1 phosphorylation AlphaLISA; neocarzinostatin DNA damage 30 min before lysis | Potency, µM (titrated, usually from 57.5 µM), for inactives: top-dose activation, most hits filed as activators | actives 0.19% (n = 320,000); also: potency is read from the fitted curve at half-maximal effect; % of control where 0% means no effect; nearly all actives have a fitted effect of over 45% in size
#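 ATM-like activity read as KAP-1 phosphorylation via AlphaLISA donor/acceptor antibody pairs after lysis and 6 hr at 25C. Cells were ATM-null patient fibroblasts ([…], hTERT), dosed 60 min, then exposed to the DSB inducer NCS for 30 min.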
# TCR act = T cell receptor activation. AID 504894. 330,000 tested, under 10 active. primary human leukocytes, anti-CD3, IL-2 HTRF, 48 h. Potency, µM (highest dose often 9.22 µM), for inactives: top-dose activation of IL-2 secretion, hits mostly activators; also: % of control where 0% means no effect
#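 Primary human leukocytes were stimulated with a-CD3 beads plus compounds for 48 hr without co-stimulation; secreted IL-2 was quantified by HTRF using a-IL-2-K (europium cryptate) and a-IL-2-d2, excited at 320nm with acceptor emission read at 665nm.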
# a7 integrin act = integrin-mediated muscular dystrophy alleviation activation | alpha7betagal myoblasts, beta-gal FDG fluorescence, 48 h | Potency, µM (top dose mostly 38.3 µM), inactives show at the highest dose activation, usual class: activators | AID 624291 | actives 0.064% (n = 350,000);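 also: potency is read from the fitted curve at half-maximal effect; 100% = response of the positive control SU9516; nearly all actives have a fitted effect of over 60% in size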
#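 Alpha7betagal+/- myoblasts (passage 13) were plated 16-24 hr, then exposed to compounds (1:260 dilution of DMSO stock) for 48 hours at 37C. After MPER lysis, β-galactosidase reporter activity was read as FDG fluorescence (ex 480/em 540) after 30 minutes.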
# TRPV1 ag = agonists of human vanilloid receptor 1 (TRPV1); TRPV1-expressing cells, Fluo-8 calcium influx, agonist mode; activation, % at 8.33 µM; actives 0.19% (n = 320,000); AID 540275; in the data active = activation above about 80%; inconclusive = between about 30% and that limit; also: 0% is about no effect
#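 TRPV1-expressing cells were cultured overnight at 35.5C and loaded with Fluo-8 calcium dye for 40 to 90 min at room temperature. After a 10 s baseline, compound was added and calcium influx was read kinetically for 3 min (ex 480/em 520 nm).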
# B2AR arrestin = beta2AR (human) beta-arrestin recruitment activity; AID 492947; P07550; actives 0.02% (n = 330,000); Potency, µM (series often up to 46.1 µM), inactives show top-dose activation, actives largely listed as activators; beta-arrestin recruitment to beta2AR, cell-based reporter;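 also: potency is read from the fitted curve at half-maximal effect; 0% = DMSO controls and full agonism = EC100 isoproterenol or metaproterenol; nearly all actives have a fitted effect of over 65% in size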
# Target sequence (P07550 whole entry, looked up): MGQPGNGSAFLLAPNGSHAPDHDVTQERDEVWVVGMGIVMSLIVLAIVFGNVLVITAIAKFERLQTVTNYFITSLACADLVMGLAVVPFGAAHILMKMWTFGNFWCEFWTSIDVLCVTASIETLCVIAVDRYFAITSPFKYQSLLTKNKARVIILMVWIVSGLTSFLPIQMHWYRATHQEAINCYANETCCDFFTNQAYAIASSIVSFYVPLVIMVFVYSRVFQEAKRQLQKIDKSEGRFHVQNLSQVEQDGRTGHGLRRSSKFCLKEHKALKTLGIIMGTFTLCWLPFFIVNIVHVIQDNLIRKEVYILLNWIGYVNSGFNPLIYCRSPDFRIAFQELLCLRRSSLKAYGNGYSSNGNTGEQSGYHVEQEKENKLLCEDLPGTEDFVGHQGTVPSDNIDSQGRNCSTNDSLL
# * = called active by the depositor; ? = inconclusive; / = no result given; [ ] = another dose, or the depositor's remark. Unless noted, calls follow the shape of the dose curve; as a rule, active = well fitted curve in the direction sought with a large enough effect; inconclusive = small, poorly fitted or top-dose-only effect, or another doubt; inactive = no such curve, though single readings can be large; an effect the other way counts as inactive or inconclusive.
SMILES,CXXC DNA block,PTAP TSG101 blk,BRCA1 expr up,p53 reactivation,ELG1 DNA repair,A-T KAP1 phos,TCR act,a7 integrin act,TRPV1 ag,B2AR arrestin
CCN1/C(=C/C(=O)c2ccco2)Sc2ccccc21,3%,-1%,-72%,?,?,28%,3%,-12%,-1,-0.5%
COCC(C)NC(C(=O)Nc1cccc(C(C)=O)c1)c1ccccc1 (stereo unspecified),4%,3%,-19%,-1%,6%,-9%,10%,12%,-1,-0.1%
O=C(Cn1cnc2ccccc2c1=O)c1ccc2c(c1)OCCO2,0%,-5%,?,?,?,1%,-10%,-24%,3,-0.2%
Cn1c(SCC(=O)Nc2ccccc2C(F)(F)F)nc2c(c1=O)SCC2,-7%,0%,-24%,-13%,-18%,9%,-3%,7%,1,-0.4%
O=C(COC(=O)c1cc([N+](=O)[O-])ccc1N1CCOCC1)Nc1cccc(F)c1,-9%,-6%,-33%,3%,21µM*,28%,0%,?,25,0.2%
COc1ccc(N=N/C(=C\O)C(=O)c2ccco2)cc1,16%,-1%,82%,29%,?,-10%,-1%,-14%,1,0.3%
CN(c1c(C#N)c(C(F)(F)F)nn1C)N(S(C)(=O)=O)S(C)(=O)=O,1%,2%,-2%,-5%,-6%,9%,0%,?,-2,-0.1%
CC1CCCN(CCOCCOc2ccccc2-c2ccccc2)C1 (stereo unspecified),-2%,3%,-49%,-7%,-11%,0%,6%[46.1 µM],-50%[inhibitor],2,-0.4%
Cc1onc(-c2ccccc2Cl)c1C(=O)Oc1cc(N)n(S(=O)(=O)c2ccc(F)cc2)n1,?,-2%,-64%,16%,?,7%,-4%,-17%,0,-0.8%
CC(C)(C)c1ccc(NC(=O)C2=CN3CCS(=O)(=O)N=C3C=C2)cc1,/,-1%,14%,-4%,16%,-13%,8%,4%,2,-0.5%
Cc1nc(Cl)c(C(=O)NC(C)(C)C)c(C)c1Cl,10%,0%,-17%,3%,17%,-5%,2%,32%,4,-0.8%
O=C(CCCN1C(=O)c2cccnc2C1=O)Nc1ccccc1F,3%,-3%,-10%,-2%,17%,3%,/,21%,-2,0.0%
CCOCCn1c(CN2CCN(CC)CC2)nc2c1c(=O)n(C)c(=O)n2C,3%,-1%,3%,-9%,16%,14%,5%,16%,5,-0.7%
Cc1nc(SCc2nc3ccccc3[nH]2)c2oc3cc([N+](=O)[O-])ccc3c2n1,/,-6%,-64%,2%,23µM*,1%,-7%,/,/,-3.6%
COc1cccc(Cn2cccc(NC(=O)Nc3cccc(C#N)c3)c2=O)c1,0%,-8%,-22%,2%,?,11%,2%,-16%,21,-0.2%
CCOC(=O)C1CCN(Cc2nnnn2CCc2ccccc2)CC1,-2%,-4%,2%,1%,?,-1%,3%,-12%,7,-0.3%
O=C(O)C1CC=CCC1C(=O)N1CCN(c2nc(-c3ccccc3)c3ccccc3n2)CC1 (stereo unspecified),?,0%,-7%,-4%,20%,4%,-6%,-42%,3,0.0%
COc1ccc(C2CC(=O)c3cc(OC)ccc3O2)cc1 (stereo unspecified),/,-4%,?,/,/,/,5%,11%,/,/
O=C1CCCN1CCCNc1ncnc2c1[nH]c1ccc(Cl)cc12,5%,-4%,-13%,-16%,2%,-3%,-5%,-19%,2,-0.3%
COc1cc(OC)c(C2=NOC(C(=O)NCc3cccnc3)C2)cc1Cl (stereo unspecified),-8%,-3%,-45%,1%,-24%,10%,-3%,?,2,-0.6%
CC(C)(C)OC(=O)[C@H](Cc1ccccc1)NC(=O)c1nc[nH]c1C(=O)N1CCN(c2ccccc2)CC1,-5%,-5%,-8%,2%,1%,-6%,-4%,-3%,-3,0.2%
COc1ccc(C(C[N+](=O)[O-])c2c(-c3ccccc3)cc3ccccn23)cc1 (stereo unspecified),-7%,1%,-23%,1%,?,-12%,0%,-33%,-4,0.0%
Cc1ccc(S(=O)(=O)N(C)CCN(C)S(=O)(=O)c2ccc(C)cc2)cc1,/,-6%,-4%,/,/,/,13%,?,/,/
CC(=O)Nc1ccc(S(=O)(=O)Nc2cccc(C(=O)NC(C)(C)C)c2)cc1,1%,-2%,-9%,-1%,-13%,-4%,-5%,-16%,/,-0.6%
S=c1nc(-c2cc(Cl)cc(Cl)c2)[nH][nH]1,-4%,-1%,-31%,-1%,2%,4%,8%,26%,-2,0.3%
CC(C)CCN(C(=S)Nc1cccc(F)c1)C1CCN(C(C)C)CC1,13%,0%,-58%,6%,?,0%,0%,-52%[inhibitor],3,-0.6%
CC(Sc1ccsc1[N+](=O)[O-])C(=O)NCc1ccco1 (stereo unspecified),-1%,-1%,-21%,15%,7%,1%,-2%,-18%,3,0.0%
Cc1ccc(S(=O)(=O)N2CCCC2C(=O)NCc2ccncc2)cc1 (stereo unspecified),15%,-6%,9%,-2%,?,14%,-2%,17%,-1,0.1%
CCOC(=O)C1CCCN(C(=O)c2[nH]c3ccc(OC)cc3c2C)C1 (stereo unspecified),?,-5%,16%,-5%,-13%,-7%,7%,4%,-2,0.6%
CC1CCCCN1c1ccc(N)cc1C(N)=O (stereo unspecified),0%,-2%,-17%,-6%,-24%,6%,-1%,25%,6,0.1%
CCc1nnc(NC(=O)CSc2nnc(COc3ccccc3C)o2)s1,11%,4%,-20%,1%,18%,-1%,/,20%,-3,-0.3%
Cc1nn(-c2ccccc2)c(N2CCCC2)c1/C=N/Nc1ccc(S(=O)(=O)Nc2ccccc2)cc1[N+](=O)[O-],-2%,-1%,-46%,-11%,-31%,4%,0%[46.1 µM],20%,3,-0.7%
COCCn1c(SCC#N)nnc1-c1ccc2c(c1)OCO2,2%,-8%,0%,0%,0%,/,-7%,1%,4,0.4%
CC(C)C(C)NC(=O)COc1ccc(S(=O)(=O)N2CCOCC2)cc1[N+](=O)[O-] (stereo unspecified),-2%,-3%,-12%,-8%,-6%,6%,3%[46.1 µM],-4%,-2,0.3%
CC(C)NC(=O)CSc1c2c(nc3ccccc13)CCCC2,10%,-2%,11%,-15%,27%,13%,3%,-47%[inhibitor],-1,-1.1%
COCCn1c(SCC(=O)NC2CCCC2)nnc1-c1ccncc1,7%,0%,14%,0%,3%,-4%,6%,?,-1,0.3%
COc1ccc(S(=O)(=O)Nc2ccccc2C(=O)N2CCCC2)cc1OC,-3%,-10%,8%,0%,-6%,-6%,-69%,?,12,0.4%
CCOC(=O)c1c(NC(=O)CSc2nnnn2-c2ccccc2OCC)sc2c1CC(C)(C)NC2(C)C,/,0%,-70%,?,?,-3%,0%,-65%[inhibitor],6,0.1%
Cc1c(C(=O)Nc2ccccc2F)cnn1-c1ccccc1,-1%,-6%,?,17%,?,4%,-18%,17%,?,-0.7%
COc1cccc(CN2CCN(C(=O)c3cccc(OC)c3)CC2)c1,-4%,-4%,20%,11%,?,13%,-4%,5%,3,-0.3%
Cc1ccc(C(=O)Cn2nnc3ccccc32)cc1C,5%,0%,?,?,?,5%,-3%,24%,23,0.5%
COc1ccc(NC(=O)CCN2C(=O)c3ccc([N+](=O)[O-])cc3C2=O)c(OC)c1,?,0%,10%,3%,8%,-2%,17%[46.1 µM],6%,-3,0.2%
COc1ccc(S(=O)(=O)N2CCc3ccccc32)cc1NC(C)=O,1%,-5%,-29%,5%,-5%,4%,1%,-14%,7,-0.3%
Cc1cccc(NC(=S)NCc2ccc3c(c2)OCO3)c1C,18%,0%,-8%,-7%,4%,1%,-6%[46.1 µM],2%,5,-2.1%
O=C(COc1cccc(C(F)(F)F)c1)Nc1ccc2[nH]ncc2c1,-2%,-6%,4%,-70%[inhibitor],-18%,10%,/,-36%,?,-0.1%
COc1ccc(N2CCN(S(=O)(=O)c3cn(C)c(=O)n(C)c3=O)CC2)cc1,0%,-14%,3%,-7%,1%,-3%,-3%,?,0,-0.9%
Cc1cc(C)nc(N2CCN(c3ccc(F)cc3)CC2)n1,-17%,-4%,0%,/,-5%,3%,-15%,-15%,8,0.4%
Cc1ccc(S(=O)(=O)NC2=NCN(CC(=O)O)CN2)cc1,-1%,-3%,-6%,-7%,4%,-2%,0%,-22%,-1,-0.1%
O=C(Cc1c(F)cccc1Cl)Nc1ccncc1,-7%,-3%,-3%,-5%,-1%,-5%,2%,24%,1,0.1%

# 2 entries picked at random from the list so far, as already listed:
SMILES,CXXC DNA block,PTAP TSG101 blk,BRCA1 expr up,p53 reactivation,ELG1 DNA repair,A-T KAP1 phos,TCR act,a7 integrin act,TRPV1 ag,B2AR arrestin
CC1CCCN(CCOCCOc2ccccc2-c2ccccc2)C1 (stereo unspecified),-2%,3%,-49%,-7%,-11%,0%,6%[46.1 µM],-50%[inhibitor],2,-0.4%
COc1ccc(C(C[N+](=O)[O-])c2c(-c3ccccc3)cc3ccccn23)cc1 (stereo unspecified),-7%,1%,-23%,1%,?,-12%,0%,-33%,-4,0.0%
